T cruzi intra – intracellular Trypanosoma cruzi inhibition | intracellular Trypanosoma cruzi in host cells, plate reader | activity score (inhibition), % at 5.01 µM | actives 4.9% (n = 22,000); in the data active = activity score above about 55%; inconclusive = no clear call, values can overlap the other calls;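 note: parasites and compound incubated about four days before reading; 0% = median of neutral control wells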
INS-1E rescue – INS-1E beta cell protection from cytokine death | actives 0.1% (n = 20,000) | INS-1E cytokine-induced death, ATP luminescence, 48 h; normalised: neutral wells 0, positive control 100 | protection from cytokine-induced ATP loss, % at 10 µM;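 active = mean replicate protection from cytokine-induced ATP loss at least 50% and at least 75% of replicates each reaching 50%; inconclusive = meets only one of the two criteria, mean or replicate share; inactive = fails both the mean and replicate share criteria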
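Assay system – rat INS-1E insulinoma cell line · Quantity – 8000 cells per well · Buffer or medium – RPMI without phenol red, 5% FBS · Schedule – 48 h co-treatment, 10 min post-lysis read · Technique – luminescent ATP assay (CellTiter-Glo)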
Starred values were filed as active, the others as inactive; ? = inconclusive; · = not tested or not shown.

SMILES | T cruzi intra | INS-1E rescue
C[C@H]1CN([C@@H](C)CO)C(=O)c2cccc(N(C)C)c2O[C@@H]1CN(C)Cc1ccc(C(F)(F)F)cc1 | 30 | -4
CC(C)NC(=O)Nc1cccc2c1O[C@@H](CN(C)C(=O)Nc1ccc(F)cc1)[C@@H](C)CN([C@H](C)CO)C2=O | -8 | -3
COc1ccc(NC(=O)Nc2ccc3c(c2)C(=O)N([C@H](C)CO)C[C@H](C)[C@H](CN(C)S(=O)(=O)c2ccc(Cl)cc2)O3)cc1 | 4 | ·
C[C@H](CO)N1C[C@H](C)[C@H](CN(C)C(=O)NC2CCCCC2)Oc2ccc(NC(=O)CCCCCC(=O)Nc3ccccc3N)cc2C1=O | -18 | -4
CC(C)NC(=O)Nc1ccc2c(c1)C(=O)N([C@@H](C)CO)C[C@H](C)[C@H](CN(C)C(=O)Nc1cccc3ccccc13)O2 | -1 | ·
COc1ccccc1CN(C)C[C@@H]1OCc2cnnn2CCCC(=O)N([C@@H](C)CO)C[C@H]1C | -12 | 1
CC(C)NC(=O)N(C)C[C@@H]1Oc2ccc(NC(=O)Nc3ccccc3)cc2C(=O)N([C@@H](C)CO)C[C@H]1C | -3 | -4
COc1ccc(S(=O)(=O)Nc2ccc3c(c2)C(=O)N([C@H](C)CO)C[C@H](C)[C@H](CN(C)Cc2ccc(Cl)c(Cl)c2)O3)cc1 | 6 | -12
COc1ccc(S(=O)(=O)Nc2ccc3c(c2)C(=O)N([C@H](C)CO)C[C@H](C)[C@H](CN(C)C(=O)c2ccncc2)OCCCC[C@@H](C)O3)cc1 | -8 | -2
C[C@@H]1CN([C@H](C)CO)C(=O)c2cc(NC(=O)C3CCCCC3)ccc2O[C@@H]1CN(C)S(=O)(=O)c1ccc(F)cc1 | -14 | 6
Cc1noc(C)c1NC(=O)Nc1ccc2c(c1)C(=O)N([C@H](C)CO)C[C@H](C)[C@H](CN(C)CC1CCCCC1)OCCCC[C@@H](C)O2 | 7 | 0
C[C@@H]1CN([C@@H](C)CO)C(=O)Cc2cc(NC(=O)C3CC3)ccc2O[C@@H]1CN(C)Cc1ccc(C(=O)Nc2ccccc2N)cc1 | 58* | -8
COc1ccc(CN(C)C[C@@H]2Oc3ccc(NC(=O)NC4CCCCC4)cc3C(=O)N([C@H](C)CO)C[C@H]2C)cc1 | -4 | -12
Cc1ccc(S(=O)(=O)N(C)C[C@H]2Oc3c(NC(=O)Nc4ccc5c(c4)OCO5)cccc3C(=O)N([C@H](C)CO)C[C@@H]2C)cc1 | 58 | 1
Cc1noc(C)c1NC(=O)N(C)C[C@@H]1OCc2cnnn2CCCC(=O)N([C@@H](C)CO)C[C@@H]1C | -20 | ·
C[C@H]1CN([C@@H](C)CO)C(=O)c2cccc(NC(=O)C3CCOCC3)c2O[C@@H]1CN(C)C(=O)Nc1cccc2ccccc12 | -34 | 5
COc1ccc(S(=O)(=O)N(C)C[C@H]2Oc3ccc(NC(=O)NC(C)C)cc3C(=O)N([C@@H](C)CO)C[C@H]2C)cc1 | 13 | 10
CC(C)NC(=O)N(C)C[C@H]1Oc2ccc(NC(=O)CCCCCC(=O)Nc3ccccc3N)cc2CC(=O)N([C@@H](C)CO)C[C@H]1C | -40 | 2
C[C@@H]1CN([C@H](C)CO)C(=O)c2cc(NC(=O)Cc3cn(C)c4ccccc34)ccc2O[C@@H]1CN(C)S(=O)(=O)c1cccs1 | -1 | -11
C[C@H]1CN([C@@H](C)CO)C(=O)c2cc(NC(=O)c3ccncc3)ccc2O[C@@H]1CN(C)S(=O)(=O)c1ccc(F)cc1 | 16 | 4
COc1cccc(-c2cnc3c(c2)C(=O)N([C@H](C)CO)C[C@H](C)[C@H](CN(C)S(=O)(=O)c2ccc(C)cc2)O3)c1 | 35 | -12
C[C@@H]1CN([C@@H](C)CO)C(=O)c2cccc(NS(=O)(=O)c3cccs3)c2O[C@H]1CN(C)S(=O)(=O)c1ccc(F)cc1 | -6 | 4
COc1ccc(S(=O)(=O)Nc2ccc3c(c2)C(=O)N([C@H](C)CO)C[C@H](C)[C@H](CN(C)CC2CCCCC2)O3)cc1 | 6 | ·
C[C@H](CO)N1C[C@H](C)[C@@H](CN(C)C(=O)Nc2ccccc2)Oc2c(NC(=O)Nc3ccccc3)cccc2C1=O | -3 | -3
C[C@H](CO)N1C[C@H](C)[C@H](CN(C)C(=O)Nc2ccc(C(F)(F)F)cc2)Oc2ccc(NC(=O)C3CCCCC3)cc2CC1=O | -19 | -12
C[C@@H]1CN([C@@H](C)CO)C(=O)c2cc(NC(=O)Nc3ccc4c(c3)OCO4)ccc2O[C@@H]1CN(C)S(=O)(=O)c1cccs1 | -2 | ·
C[C@H](CO)N1C[C@H](C)[C@H](CN(C)CC2CC2)Oc2ccc(NC(=O)CCCCCC(=O)Nc3ccccc3N)cc2CC1=O | -32 | 8
C[C@@H]1CN([C@H](C)CO)C(=O)c2cccc(NC(=O)Nc3cccc4ccccc34)c2O[C@@H]1CN(C)Cc1ccc(C(F)(F)F)cc1 | ? | -22
C[C@H](CO)N1C[C@H](C)[C@H](CN(C)CC2CC2)Oc2ccc(NC(=O)CCN3CCOCC3)cc2CC1=O | -24 | -6
C[C@H](CO)N1C[C@H](C)[C@H](CN(C)Cc2ccc(Cl)c(Cl)c2)Oc2ccc(NC(=O)C3CCCCC3)cc2CC1=O | 38 | -8
C[C@@H]1CN([C@H](C)CO)C(=O)Cc2cc(NC(=O)Nc3ccccc3)ccc2O[C@@H]1CN(C)Cc1ccc(Oc2ccccc2)cc1 | 72* | -69
C[C@H]1CN([C@@H](C)CO)C(=O)Cc2cc(NC(=O)Nc3ccc(C(F)(F)F)cc3)ccc2O[C@@H]1CN(C)Cc1ccc(C(=O)O)cc1 | -27 | 5
C[C@H](CO)N1C[C@H](C)[C@H](CN(C)S(=O)(=O)c2cccs2)Oc2ncc(-c3ccccc3)cc2C1=O | 16 | ·
C[C@@H]1CN([C@@H](C)CO)C(=O)CCCn2cc(nn2)CO[C@H]1CN(C)Cc1ccncc1 | -20 | ·
Cc1noc(C)c1NC(=O)Nc1cccc2c1O[C@H](CN(C)S(=O)(=O)c1cccs1)[C@H](C)CN([C@@H](C)CO)C2=O | -1 | 6
C[C@@H]1CN([C@@H](C)CO)C(=O)c2cccc(NC(=O)c3nc4ccccc4s3)c2O[C@@H]1CN(C)C(=O)NC1CCCCC1 | 3 | -7
C[C@@H]1CN([C@H](C)CO)C(=O)Cc2cc(NC(=O)Cc3ccccc3)ccc2O[C@@H]1CN(C)C(=O)Nc1ccc(C(F)(F)F)cc1 | 7 | -4
Cc1cc(C(=O)Nc2cccc3c2O[C@@H](CN(C)C(=O)Nc2ccc(C(F)(F)F)cc2)[C@@H](C)CN([C@@H](C)CO)C3=O)n(C)n1 | -5 | -3
C[C@@H]1CCCCO[C@@H](CN(C)Cc2ccc(C(=O)Nc3ccccc3N)cc2)[C@@H](C)CN([C@H](C)CO)C(=O)c2cc(NC(=O)Nc3ccc4c(c3)OCO4)ccc2O1 | -2 | -1
C[C@H](CO)N1C[C@H](C)[C@@H](CN(C)C(=O)Nc2ccc3c(c2)OCO3)Oc2ccc(NC(=O)C3CCCCC3)cc2C1=O | -3 | ·
C[C@@H]1CN([C@H](C)CO)C(=O)c2cccc(NC(=O)C3CCOCC3)c2O[C@@H]1CN(C)S(=O)(=O)c1cccs1 | -3 | 4
COc1ccccc1NC(=O)N(C)C[C@H]1OCc2cn(nn2)CCCC(=O)N([C@H](C)CO)C[C@H]1C | 1 | ·
C[C@@H]1CN([C@@H](C)CO)C(=O)c2cc(NC(=O)Cc3cn(C)c4ccccc34)ccc2O[C@@H]1CN(C)C(=O)Nc1ccccc1 | -8 | -1
COc1ccc(CN(C)C[C@@H]2Oc3ccc(NS(=O)(=O)c4cn(C)cn4)cc3CC(=O)N([C@H](C)CO)C[C@H]2C)cc1 | -11 | 4
CNC[C@H]1Oc2c(NC(=O)Nc3ccccc3)cccc2C(=O)N([C@H](C)CO)C[C@H]1C | -23 | 3
Cc1cccc(CN(C)C[C@@H]2Oc3ncc(-c4ccccc4)cc3C(=O)N([C@H](C)CO)C[C@@H]2C)c1 | 29 | ·
Cc1ccc(S(=O)(=O)N(C)C[C@@H]2Oc3ccc(NC(=O)NC4CCCCC4)cc3CC(=O)N([C@H](C)CO)C[C@@H]2C)cc1 | 1 | 7
Cc1ccc(S(=O)(=O)N(C)C[C@H]2Oc3c(NS(=O)(=O)c4ccccc4)cccc3C(=O)N([C@H](C)CO)C[C@H]2C)cc1 | 5 | 7

Part of the list above, as a markdown table.
| SMILES | T cruzi intra | INS-1E rescue |
| --- | --- | --- |
| Cc1cc(C(=O)Nc2cccc3c2O[C@@H](CN(C)C(=O)Nc2ccc(C(F)(F)F)cc2)[C@@H](C)CN([C@@H](C)CO)C3=O)n(C)n1 | -5 | -3 |
| C[C@@H]1CCCCO[C@@H](CN(C)Cc2ccc(C(=O)Nc3ccccc3N)cc2)[C@@H](C)CN([C@H](C)CO)C(=O)c2cc(NC(=O)Nc3ccc4c(c3)OCO4)ccc2O1 | -2 | -1 |
| C[C@H](CO)N1C[C@H](C)[C@@H](CN(C)C(=O)Nc2ccc3c(c2)OCO3)Oc2ccc(NC(=O)C3CCCCC3)cc2C1=O | -3 | · |
| C[C@@H]1CN([C@H](C)CO)C(=O)c2cccc(NC(=O)C3CCOCC3)c2O[C@@H]1CN(C)S(=O)(=O)c1cccs1 | -3 | 4 |
| COc1ccccc1NC(=O)N(C)C[C@H]1OCc2cn(nn2)CCCC(=O)N([C@H](C)CO)C[C@H]1C | 1 | · |
| C[C@@H]1CN([C@@H](C)CO)C(=O)c2cc(NC(=O)Cc3cn(C)c4ccccc34)ccc2O[C@@H]1CN(C)C(=O)Nc1ccccc1 | -8 | -1 |
| COc1ccc(CN(C)C[C@@H]2Oc3ccc(NS(=O)(=O)c4cn(C)cn4)cc3CC(=O)N([C@H](C)CO)C[C@H]2C)cc1 | -11 | 4 |
| CNC[C@H]1Oc2c(NC(=O)Nc3ccccc3)cccc2C(=O)N([C@H](C)CO)C[C@H]1C | -23 | 3 |
| Cc1cccc(CN(C)C[C@@H]2Oc3ncc(-c4ccccc4)cc3C(=O)N([C@H](C)CO)C[C@@H]2C)c1 | 29 | · |
| Cc1ccc(S(=O)(=O)N(C)C[C@@H]2Oc3ccc(NC(=O)NC4CCCCC4)cc3CC(=O)N([C@H](C)CO)C[C@@H]2C)cc1 | 1 | 7 |
| Cc1ccc(S(=O)(=O)N(C)C[C@H]2Oc3c(NS(=O)(=O)c4ccccc4)cccc3C(=O)N([C@H](C)CO)C[C@H]2C)cc1 | 5 | 7 |

New compounds follow.
SMILES | T cruzi intra | INS-1E rescue
C[C@@H]1CN([C@@H](C)CO)C(=O)CCCn2nncc2CO[C@@H]1CN(C)C(=O)Nc1cccc(F)c1 | -16 | ·
C[C@H]1CN([C@@H](C)CO)C(=O)c2cccc(NC(=O)Nc3ccc(C(F)(F)F)cc3)c2O[C@@H]1CN(C)C(=O)Nc1ccc2c(c1)OCO2 | 16 | -2
CC(C)NC(=O)Nc1ccc2c(c1)C(=O)N([C@H](C)CO)C[C@H](C)[C@H](CN(C)C(=O)CCC(F)(F)F)OCCCC[C@@H](C)O2 | -42 | 24
C[C@@H]1CCCCO[C@H](CN(C)Cc2ccc3c(c2)OCO3)[C@@H](C)CN([C@H](C)CO)C(=O)c2cc(NC(=O)c3ccncc3)ccc2O1 | -1 | 2
COc1ccc(CN(C)C[C@@H]2Oc3ccc(NC(=O)CCCCCC(=O)Nc4ccccc4N)cc3CC(=O)N([C@H](C)CO)C[C@H]2C)cc1 | -2 | 8
C[C@@H]1CCCCO[C@H](CN(C)S(C)(=O)=O)[C@@H](C)CN([C@H](C)CO)C(=O)c2cc(NC(=O)Cc3ccccc3)ccc2O1 | -7 | -3
C[C@@H]1CCCCO[C@@H](CN(C)C(=O)Nc2ccc3c(c2)OCO3)[C@@H](C)CN([C@H](C)CO)C(=O)c2cc(NS(C)(=O)=O)ccc2O1 | -29 | 4
CNC[C@H]1Oc2c(NS(=O)(=O)c3ccccc3)cccc2C(=O)N([C@H](C)CO)C[C@@H]1C | 27 | 5
C[C@@H]1CN([C@H](C)CO)C(=O)c2cc(NC(=O)NC3CCCCC3)ccc2O[C@@H]1CN(C)Cc1ccc(C(F)(F)F)cc1 | 14 | -7
C[C@H]1CN([C@@H](C)CO)C(=O)c2cccc(NC(=O)Nc3ccc(F)cc3)c2O[C@H]1CN(C)C(=O)Nc1ccc(F)cc1 | -13 | 0
C[C@H](CO)N1C[C@H](C)[C@H](CN(C)C(=O)Nc2ccc(F)cc2)Oc2ccc(NC(=O)Nc3ccc4c(c3)OCO4)cc2CC1=O | -19 | 5
COc1ccc(S(=O)(=O)N(C)C[C@@H]2OCCCC[C@@H](C)Oc3ccc(NC(=O)NC4CCCCC4)cc3C(=O)N([C@H](C)CO)C[C@@H]2C)cc1 | -4 | 10
Cc1ccc(S(=O)(=O)N(C)C[C@H]2Oc3c(NC(=O)CCCCCC(=O)Nc4ccccc4N)cccc3C(=O)N([C@H](C)CO)C[C@@H]2C)cc1 | 45 | -3
COC(=O)CCCCCCC(=O)N/N=C/c1ccccc1O | -4 | 4
Cc1ccc(S(=O)(=O)N(C)C[C@@H]2Oc3ccc(NS(C)(=O)=O)cc3CC(=O)N([C@H](C)CO)C[C@@H]2C)cc1 | -1 | 0
COc1ccc(C#Cc2cnc3c(c2)C(=O)N([C@H](C)CO)C[C@H](C)[C@H](CN(C)Cc2cccc(C(F)(F)F)c2)O3)cc1OC | 84* | ·
CC(C)NC(=O)Nc1ccc2c(c1)CC(=O)N([C@H](C)CO)C[C@@H](C)[C@H](CN(C)C(=O)NC(C)C)O2 | -16 | 15
COC(=O)CCCCCCC(=O)N/N=C/c1cccc(O)c1O | 41 | -17

Hits appear at their usual frequency. About 5.6% of those tested had a hit in this group.
